M17LAP inhibition: P. falciparum M17LAP inhibitors, primary screen, biochemical, fluorogenic H-Leu-NHMec substrate, 1536-well (AID 1619); inhibition, % at 30 µM, or IC50 in µM where a hit was titrated; Leucine aminopeptidase (Plasmodium falciparum (isolate 3D7)); 0.38% of 220,000 active; recombinant M17LAP, H-Leu-NHMec fluorogenic kinetic assay; higher % means a stronger effect;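 active = compound inhibiting the enzyme by more than half at any dose during confirmatory dose-response retesting; inconclusive = strong single-dose inhibitors picked by rank but not retested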;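 also: plate controls were full reaction with DMSO carrier for no effect and no enzyme background for full effect; strong numbers were not always called active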
Dynein cargo inh: inhibitors of GR-EGFP nuclear translocation, primary screen, dynein cargo transport inhibitor project, imaging, high-content, 3617.4 mouse cells | z-score, hits read low | test concentration mostly 20 µM; stimulated with dexamethasone, 1 µM; hits give low values | 0.47% of 220,000 active;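 active = plate z-score of nuclear minus cytoplasmic receptor signal below a set negative limit, without overly bright fluorescence or cell loss, cut at about -3.5 in these data, passing the limit was not always enough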;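 also: z-score of nuclear minus cytoplasmic ring GR-EGFP intensity difference per well; some compounds called inactive have numbers as strong as hits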
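medium = tetracycline-free induction medium containing charcoal-stripped FBS | probe or stimulus = dexamethasone, 1.0 µM final | timing = 48 h induction, then 1 h compound, then 30 min agonist, 37 °C | detection = automated 10x imaging of fixed Hoechst-stained cells | read-out basis = nuclear versus cytoplasmic GR-EGFP signal, averaged per well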
NOD1 inhibition: NOD1 signaling inhibitors, primary screen, cell-based, luminescence, uHTS (AID 1578); NOD1-driven NF-kB luciferase reporter cells, luminescence; higher % means a stronger effect; one-dose inhibition, % at 4 µM; EC50 in µM for titrated hits; 1% of 290,000 active; in the data active = inhibition mostly above about 36%, no sharp cut-off; inactive = mostly below about 34%;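 also: HEK-293T reporter cells stimulated with the NOD1 agonist gamma-tri-DAP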
AID2073: inhibitors of Mint1-CaV2.2 protein interaction, biochemical, HTRF (AID 2073); Voltage-dependent N-type calcium channel subunit alpha-1B (Homo sapiens); 0.19% of 290,000 active; inhibition, % at 20 µM; hits with a dose series show IC50 in µM; HTRF protein-protein interaction, Mint1-CaV2.2; higher % means a stronger effect; in the data active = inhibition mostly above about 51%, no sharp cut-off; inconclusive = no clear call, values can overlap the other calls; inactive = mostly below about 53%; also: some results filed as inactive read as strong as hits
NOD2 inhibition: NOD2 signaling inhibitors, cell-based, luminescence, uHTS, HEK293 (AID 1566); inhibition, % at 4 µM, or EC50 in µM where a hit was titrated; 0.63% of 290,000 active; HEK293 NOD2/NF-kB luciferase reporter, luminescence; higher % means a stronger effect; also: many of its hits are not listed in these tables
KOR beta-arrestin-1: KOR agonists, beta-arrestin recruitment, primary screen, cell-based, luminescence, uHTS (AID 1777); 0.02% of 280,000 active; Kappa-type opioid receptor (Homo sapiens); one-dose activation, % at 10 µM; EC50 in µM for titrated hits; KOR beta-arrestin recruitment, luminescence; higher % means a stronger effect; in the data active = activation above about 50%, passing the limit was not always enough; also: a part of the inactive calls stands beside numbers as strong as those of hits
GPR55 beta-arrestin: GPR55 agonists via beta-arrestin recruitment, primary screen, imaging, U2OS cells, beta-arrestin-GFP redistribution (AID 1961) | G-protein coupled receptor 55 (Homo sapiens) | 0.048% of 290,000 active | U2OS GPR55 beta-arrestin-GFP redistribution imaging; higher % means a stronger effect | activation, % at 10 µM, or EC50 in µM where a hit was titrated;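 active = activation above 40% with more than 50 cells counted in the well; inconclusive = wells holding fewer than 50 cells, flagged as toxic or sparse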;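 also: U2OS osteosarcoma cells stably expressing GPR55 and beta-arrestin-GFP; plate controls were DMSO negative control for no effect and LPI positive control for full effect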
M1AAP inhibition: P. falciparum M1AAP inhibitors, biochemical, fluorogenic H-Leu-NHMec substrate, 1536-well (AID 1445) | Aminopeptidase N (Plasmodium falciparum (isolate 3D7)) | recombinant M1AAP, H-Leu-NHMec fluorogenic kinetic assay; higher % means a stronger effect | inhibition, % at 30 µM; hits with a dose series show IC50 in µM | 0.42% of 220,000 active;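 active = primary inhibition above the hit cutoff, then over 50% inhibition at one or more dose response concentrations, cut at about 23% in these data, passing the limit was not always enough; inconclusive = conflicting primary data, or primary hits not chosen for dose response; inactive = low primary inhibition, or under 50% at every dose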;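 also: plate controls were DMSO full reaction for no effect and no enzyme background for full effect; strong numbers were not always called active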
KOR beta-arrestin-2: KOR antagonists, beta-arrestin recruitment, cell-based, luminescence, uHTS (AID 1778). 0.091% of 290,000 active. Kappa-type opioid receptor (Homo sapiens). inhibition, % at 10 µM, or IC50 in µM where a hit was titrated. KOR beta-arrestin recruitment, luminescence, antagonist mode; higher % means a stronger effect; also: strong numbers were not always called active
Dynein cargo inh cytoplasmic EGFP: second read-out of Dynein cargo inh, no call of its own (marks repeat the call); z-score; measured here: cytoplasmic GR-EGFP intensity; hits give high values
Dynein cargo inh nuclear GR-EGFP: second read-out of Dynein cargo inh, no call of its own (marks repeat the call); z-score; measured here: nuclear GR-EGFP intensity;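 lower value marks the stronger effect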
Dynein cargo inh cell count: recorded beside Dynein cargo inh, whose call it bears; z-score; measured here: cell count per field
* marks the source's active call; other numbers are inactive results; u = inconclusive; x = no result given; [ ] = dose if it differs, or a comment. Rule as the data show it, unless noted: active = inhibition above about 50%; inactive = the rest. These rows are one share of the data; count on the stated rates, not on these rows.

SMILES	M17LAP inhibition	Dynein cargo inh	Dynein cargo inh cytoplasmic EGFP	Dynein cargo inh nuclear GR-EGFP	Dynein cargo inh cell count	NOD1 inhibition	AID2073	NOD2 inhibition	KOR beta-arrestin-1	GPR55 beta-arrestin	M1AAP inhibition	KOR beta-arrestin-2
CCOC(=O)c1csc(NC(=O)CSc2nnnn2-c2cccc(OC)c2)n1	-2%	1	-0.2	0.53	0.39	-41%	-2%	5%	5.9%	-0.1%	3%	-53%
N#Cc1cc2c(nc1SCc1ccc(Cl)nc1)CCCCC2	-1%	1.3	-0.25	1.6	-1.2	-9%	-10%	6%	-0.5%	-1.9%	0%	5%
O=C(Nc1nnc(COc2ccc(Br)cc2)s1)c1ccco1	x	-0.97	-0.3	0.058	1.1	-8%	12%	-2%	5.3%	-0.3%	x	-5%
C/C(=N\NC(=O)C1CC1)c1ccc2c(c1)OCCO2	-13%	0.58	-0.24	0.54	-0.89	-56%	7%	-6%	-1.4%	-0.1%	-9%	2%
COC(C[C@@H](O)C[C@H](O)[C@@H](C)OCc1ccccc1)OC	0%	0.44	-0.78	0.28	-0.24	6%	12%	11%	0.6%	-0.1%	2%	11%
COc1ccc(S(=O)(=O)N2CC3CCCN3c3cc(C(F)(F)F)ccc32)cc1 (stereo not drawn)	-8%	-0.54	-0.12	-0.45	-0.17	14%	-4%	14%	-4.5%	-0.2%	6%	-8%
CN1CC(=O)N=C1N	x	x	x	x	x	8%	0%	-2%	-2.6%	-0.1%	x	11%[20 µM]
Cc1ccccc1N=C1c2ccccc2C(=O)C1[N+](=O)[O-] (stereo not drawn)	21%	-0.31	-0.31	0.029	0.26	-43%	10%	6%	-1.6%	1.0%	12%	3%
CCn1c(SCCOc2ccc(OC)cc2)nnc1C(CO)NC(=O)c1ccc(OC)cc1 (stereo not drawn)	4%	-0.56	-0.27	-0.34	2	-4%	-2%	0%	-5.0%	-0.4%	-1%	11%
COc1cc2nc(NC(=O)c3ccc(Cl)cc3)[nH]c(=O)c2cc1OC	7%	1.4	-0.12	0.78	-0.76	-2%	4%	4%	3.8%	-0.2%	13%	24%
O=C(OCc1ccc(Br)cc1F)c1cc2ccccc2oc1=O	x	x	x	x	x	-19%	6%	-14%	6.5%	0.2%	x	-19%
COc1cc(N2CCCC2)ccc1[N+](=O)[O-]	26%	0.2	-0.26	0.15	-0.91	30%	-6%	-15%	0.6%	-0.5%	9%	-42%
Cc1ccsc1/C=C1/SC(=O)N(CC(=O)N2CCOCC2)C1=O	24%	1.3	0.063	0.98	-0.96	9%	-18%	-6%	-0.4%	-0.1%	6%	3%
Cc1coc2c1c(C)cc1oc(=O)c(CC(=O)NCCCCCC(=O)O)c(C)c12	x	x	x	x	x	2%	39%	13%	3.1%	-0.2%	x	-12%
C=CCCCCCCCCC(=O)NNC1CC(=O)N(c2ccccc2)C1=O (stereo not drawn)	-1%	0.26	-0.19	0.22	-0.3	5%	14%	18%	5.0%	-0.1%	4%	3%
Cc1cc(C)c(C#N)c(N2CCOCC2)n1	-26%	0.39	-0.22	0.22	0.27	-31%	16%	13%	-6.7%	-0.1%	1%	14%
CCOC(=O)C1CCN(C(=O)COC(=O)CCOc2ccc(C)cc2)CC1	4%	-1	-0.2	-0.51	0.7	14%	2%	-2%	2.3%	0.2%	0%	-77%
COc1ccc(CSc2nc(O)cc(=O)n2CC(C)C)cc1F	x	x	x	x	x	18%	6%	-24%	6.6%	-0.1%	x	-35%
Cc1ccc(CN2C(=O)c3ccccc3C2C(=O)NCC2CCCO2)cc1 (stereo not drawn)	4%	-0.054	-0.39	-0.21	0.67	9%	-5%	8%	2.1%	0.0%	18%	19%
CCc1ccc(NC(=S)Nc2cc(C(=O)O)ccc2N2CC3CC(C2)c2cccc(=O)n2C3)cc1 (stereo not drawn)	0%	0.58	-0.33	-0.13	-0.33	-4%	17%	-15%	-3.7%	-0.6%	3%	6%
COc1ccc2c(c1)nc(NCCO)n2C	6%	-0.68	-0.3	-0.74	0.98	40%	-6%	4%	-0.5%	0.6%	6%	-58%
CC(=O)C1=C(O)C(=O)N(c2ccc(O)cc2)C1c1ccccc1 (stereo not drawn)	x	x	x	x	x	2%	7%	7%	0.3%	-0.1%	x	28%
CCNc1nc(N)c(C(=C(C#N)C#N)c2ccccc2)s1	-128%	-0.061	0.1	-0.23	0.42	23%	25%	19%	6.8%	-0.1%	9%	8%
COc1ccc2c(=O)cc(C(F)(F)C(F)(F)F)oc2c1	4%	-0.82	-0.18	-0.28	0.58	0%	26%	-6%	1.4%	-0.2%	11%	-23%
Cc1cc2n(n1)C(c1ccccc1)Nc1ccccc1-2 (stereo not drawn)	-7%	0.3	-0.21	0.56	0.44	-22%	-1%	0%	2.2%	0.2%	-2%	18%
O=c1cc(-c2ccccc2)nc(SCCOc2ccccc2Cl)[nH]1	15%	2.3	-0.26	0.21	-0.25	2%	30%	8%	-14%	-0.1%	-3%	-29%[20 µM]
COc1cc(-c2nnc(SCC(=O)N3c4ccccc4Sc4ccccc43)o2)cc(OC)c1OC	-1%	-0.027	0.18	-0.087	0.69	-9%	-9%	3%	7.5%	-0.3%	5%	-30%
O=C1N(Cc2cccc(Cl)c2)C[C@@H]2C[C@@H](c3cccc4ncccc34)N3CCC[C@@]123	-2%	-0.86	-0.23	-0.61	0.33	-9%	-1%	-30%	x	-0.1%	5%	6%[20 µM]
O=C(c1ccc(CNc2c(N3CCCC3)c(=O)c2=O)cc1)N1CCN(C2CCCCC2)CC1	7%	-0.85	-0.27	0.11	0.88	-27%	3%	5%	0.0%	-0.2%	-1%	24%
Cc1ccc(C(=O)Oc2ccccc2C(=O)N2CCOCC2)cc1	21%	0.66	-0.26	0.67	-0.98	-16%	5%	25%	4.1%	-0.3%	1%	-29%
O=C(Nc1ccc(N2CCOCC2)c(Cl)c1)c1cc(F)c(F)cc1Cl	15%	0.55	-0.3	0.48	0.46	-12%	3%	2%	0.0%	0.0%	0%	0%
Cc1nc2ccccc2c(=O)n1NC(=O)c1cncc(Br)c1	4%	0.079	-0.11	0.26	-1	-6%	-9%	8%	-1.9%	-0.4%	-1%	-26%
CCn1cc(C(=O)NC2CCc3ccccc32)c(=O)c2ccc(C)nc21 (stereo not drawn)	2%	0.59	-0.22	0.61	0.72	-28%	5%	8%	0.7%	0.2%	1%	-4%
COc1ccccc1Nc1nc(NCC2CCCO2)c2ccccc2n1 (stereo not drawn)	4%	-0.26	0.28	0.1	0.2	x	-6%	x	x	0.2%	-1%	-18%[20 µM]
CCS(=O)(=O)C(=C1NCCO1)S(=O)(=O)CC	-2%	-1.4	-0.034	-0.45	0.88	-11%	-1%	9%	-5.5%	-0.1%	1%	20%
CCOC(=O)/C=C1\SCC(=O)N1CC(=O)c1ccc[nH]1	23%	3.6	-0.039	2.6	-1.8	-4%	59%	-10%	-3.2%	-0.3%	12%	8%
COc1ccc(N(C(C)C(=O)NC2CCCCCC2)S(C)(=O)=O)cc1 (stereo not drawn)	4%	-1	-0.18	-0.32	2	3%	13%	10%	-0.7%	0.7%	4%	15%
Cc1nn(-c2ccccc2)c(Cl)c1C(=O)NCc1cccs1	1%	0.32	-0.19	0.29	0.78	-3%	14%	14%	-3.9%	-0.1%	1%	2%
COc1ccccc1N1CCN(CC(=O)NCC2CCCO2)CC1 (stereo not drawn)	8%	1	-0.23	0.86	-0.57	-20%	-1%	6%	-6.9%	-0.5%	-4%	-2%
O=C(N(c1ccccn1)c1ccccn1)C12CC3CC(CC(C3)C1)C2	18%	0.098	-0.32	0.31	0.11	-38%	0%	3%	0.9%	-0.3%	3%	-6%
O=C(Nc1cc(S(=O)(=O)N2CCOCC2)ccc1N1CCOCC1)c1cc(=O)[nH]c2ccccc12	25%	0.59	-0.33	0.22	-0.044	-29%	4%	-1%	2.5%	-0.3%	7%	-6%
COC(=O)C1=CN(C(C)c2ccccc2)C=C(C(=O)OC)C1c1cc(OC)c(OC)c(OC)c1 (stereo not drawn)	x	x	x	x	x	6%	7%	-10%	6.0%	-0.1%	x	12%
CCNS(=O)(=O)c1ccc(CCC(=O)N2CCN(c3cc(Cl)ccc3C)CC2)cc1	x	x	x	x	x	20%	3%	44%	3.0%	-0.2%	x	-53%[20 µM]
Cc1ccc(S(=O)(=O)Nc2cc(C(=O)NCCN(C)C)ccc2N2CCCC2)cc1	x	x	x	x	x	-33%	-6%	-22%	0.5%	0.2%	x	-22%
CC(C)C(=O)N1CCN(c2ccccc2NC(=O)Cc2ccc(Cl)cc2)CC1	9%	0.86	-0.007	0.9	-1.5	-29%	u	-27%	-0.7%	-0.1%	10%	-19%
Cc1cccc(C(=O)O/N=C2\CCS(=O)(=O)c3sccc32)c1	13%	-0.053	-0.22	-0.17	0.2	21%	-3%	12%	0.5%	-0.3%	0%	-1%
CCOc1cc(/C=C/C(=O)NCCc2ccc(S(N)(=O)=O)cc2)ccc1OCC(C)C	x	0.57	-0.75	0.12	-0.34	-5%	21%	-4%	-2.0%	0.0%	x	-1%

Source: PubChem BioAssay (several laboratories)
